# Source: PubChem (several laboratories)
# KOR beta-arrestin-1: kappa opioid receptor blockers – cell-based, luminescence, uHTS (AID 1778) | KOR beta-arrestin recruitment, luminescence, antagonist mode; higher % means a stronger effect | inhibition, % at 10 µM, or IC50 in µM where a hit was titrated | hit rate 0.091% among 290,000; also: strong numbers were not always called active
# GPR55 LPI antagonism: GPR55 antagonists blocking LPI-driven arrestin recruitment, primary screen, imaging, U2OS, beta-arrestin-GFP, LPI agonist (AID 2013); hit rate 0.13% among 290,000; U2OS GPR55 beta-arrestin-GFP translocation imaging, LPI antagonism; higher % means a stronger effect; inhibition, % at 10 µM, or IC50 in µM where a hit was titrated;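 active = spots per cell inhibited over 60%, with over 100 cells counted and total cytoplasm intensity under 500,000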;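 also: U2OS cells stably carrying GPR55 and arrestin-GFP stimulated by 5 µM LPI near EC80; imaged beta-arrestin-GFP aggregate spots per cell after agonist stimulation; plate controls were LPI-stimulated DMSO wells for no effect and DMSO wells without LPI for full effect; some results filed as inactive read as strong as hits; confirmed hits need IC50 under 10 µM and bright autofluorescent wells are also inconclusive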
# GPR55 beta-arrestin: selective activators of receptor GPR55 – imaging, U2OS cells, beta-arrestin-GFP redistribution, primary screen (AID 1961); hit rate 0.048% among 290,000; one-dose activation, % at 10 µM; EC50 in µM for titrated hits; U2OS GPR55 beta-arrestin-GFP redistribution imaging; higher % means a stronger effect;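 active = activation above 40% with more than 50 cells counted in the well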;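 also: U2OS osteosarcoma cells stably expressing GPR55 and beta-arrestin-GFP; plate controls were DMSO negative control for no effect and LPI positive control for full effect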
# KOR beta-arrestin-2: kappa opioid receptor activators – cell-based, luminescence, uHTS, primary screen (AID 1777); KOR beta-arrestin recruitment, luminescence; higher % means a stronger effect; activation, % at 10 µM, or EC50 in µM where a hit was titrated; hit rate 0.02% among 280,000; in the data active = activation above about 50%, passing the limit was not always enough; also: a part of the inactive calls stands beside numbers as strong as those of hits
# T cell HTS: modulates CD8 T cell binding to vesicles | calls only at 7 µM | 2C CD8+ T cell-vesicle binding, flow cytometry; hits give low values | AID 2052 | hit rate 0.068% among 330,000;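 active = response, share of CD8 T cells binding vesicles, and their 90th percentile fluorescence all below set limits, cut at about 80% in these data, passing the limit was not always enough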
#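 Read-out – percent CD8+ FL2 mean versus row control · System – murine 2C transgenic CD8+ T lymphocytes · Times – 1.5 h cell–vesicle binding at 37 °C, then 20 min icy labelling · Control set – naked vesicles low, QL9 vesicles with vehicle high · Detection – cytometric PE anti-B7-1 and Alexa647 anti-CD8 signals after 1% paraformaldehyde fixation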
# NTR1 agonist: NTR1-driven beta-arrestin-GFP spot formation – imaging, U2OS cells, high content, primary screen (AID 493036); hit rate 0.17% among 330,000; agonist mode; activation, % at 20 µM; P30989;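 active = activation at or above 40% of the spot to cytoplasm intensity ratio, with at least 20 cells analyzed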;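 also: 0% = DMSO without peptide and 100% = 100 nM NTR1 peptide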
# Target sequence (P30989 whole entry, looked up): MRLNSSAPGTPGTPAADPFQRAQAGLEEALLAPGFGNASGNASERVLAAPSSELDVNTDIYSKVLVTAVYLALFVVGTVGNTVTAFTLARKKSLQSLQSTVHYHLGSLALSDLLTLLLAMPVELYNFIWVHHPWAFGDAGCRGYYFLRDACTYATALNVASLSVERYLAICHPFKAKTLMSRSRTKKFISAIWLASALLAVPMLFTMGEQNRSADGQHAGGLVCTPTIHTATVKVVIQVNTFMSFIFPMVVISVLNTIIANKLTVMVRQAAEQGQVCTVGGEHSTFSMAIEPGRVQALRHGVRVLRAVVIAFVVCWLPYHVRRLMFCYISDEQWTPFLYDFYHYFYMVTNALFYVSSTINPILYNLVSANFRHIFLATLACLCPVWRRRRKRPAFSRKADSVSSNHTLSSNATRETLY
# Myeloid diff MLP: compounds promoting myeloid differentiation. ER-HoxA9 myeloid progenitors, lysozyme-GFP differentiation, flow cytometry. calls only at 10 µM. hit rate 1% among 360,000. AID 624256;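 active = normalized GFP-positive differentiation at or above the plate's own cutoff, the solvent-only control mean plus 3 SD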;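 also: cells exposed to compound for four days before flow analysis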
# HEK293 NOD2/NF-kB: inhibition of NOD2-driven NF-kB reporter – cell-based, luminescence, uHTS, HEK293 (AID 1566); inhibition, % at 4 µM, or EC50 in µM where a hit was titrated; HEK293 NOD2/NF-kB luciferase reporter, luminescence; higher % means a stronger effect; hit rate 0.63% among 290,000; also: many of its hits are not listed in these tables
# NOD1 inhibition: inhibition of NOD1-driven NF-kB reporter – cell-based, luminescence, uHTS, primary screen (AID 1578) | NOD1-driven NF-kB luciferase reporter cells, luminescence; higher % means a stronger effect | inhibition, % at 4 µM, or EC50 in µM where a hit was titrated | hit rate 1% among 290,000; in the data active = inhibition mostly above about 36%, no sharp cut-off; inactive = mostly below about 34%;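 also: HEK-293T reporter cells stimulated with the NOD1 agonist gamma-tri-DAP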
# T cell HTS vesicle-bound %: second read-out of T cell HTS, no call of its own (marks repeat the call); double positive events, %; measured here: CD8+ vesicle-bound cell fraction;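 binding gate set so that unloaded-vesicle control wells show 10% double positive cells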
# NTR1 agonist cell count 20 µM: recorded beside NTR1 agonist, whose call it bears; cell count; measured here: cell count, cytotoxicity flag
# Myeloid diff MLP GFP+ MAC1+ %: recorded beside Myeloid diff MLP, whose call it bears; GFP+ MAC1+ double positive, %; measured here: differentiation confirmed by MAC1 staining
# * marks the source's active call; other numbers are inactive results; i = inactive; · = no result given; [ ] = another dose, or the depositor's remark. Rule as the data show it, unless noted: active = inhibition above about 50%; inactive = the rest. A portion of the library; the hit share may differ from the screen's.
SMILES,KOR beta-arrestin-1,GPR55 LPI antagonism,GPR55 beta-arrestin,KOR beta-arrestin-2,T cell HTS,T cell HTS vesicle-bound %,NTR1 agonist,NTR1 agonist cell count 20 µM,Myeloid diff MLP,Myeloid diff MLP GFP+ MAC1+ %,HEK293 NOD2/NF-kB,NOD1 inhibition
Cn1nc(-c2ccccc2)cc1NC(=O)c1ccccc1,-4.2%,-2.0%,-0.1%,-1.2%,i,18.3,-1.2,88,i,0.8,-7.5%,-6.4%
O=C(NC(=S)NCCc1ccccc1)c1ccccc1F,-24.8%,-15.9%,0.0%,3.2%,i,19.2,1.0,53,i,0.9,-34.6%,-71.1%
COc1ccc(NC(=O)C2CC(=O)OC23CCOC(C)(C)C3)cc1 (stereo unspecified),8.4%,-0.9%,-0.1%,1.1%,i,57.5,-0.1,61,i,0.5,2.0%,-18.8%
Nc1ccc(Nc2nc(-c3cccs3)cs2)cc1,-36.4%[20 µM],0.1%,-0.1%,·,i,26.6,-0.2,50,i,0.3,-222.7%,-60.9%
CCCN1CCN(C(=O)c2ccc(CS(=O)c3ccc(Cl)cc3)o2)CC1 (stereo unspecified),33.9%,-0.9%,-0.1%,-5.6%,i,8.1,-1.3,63,i,2.2,3.0%,-2.9%
Cc1ccc(NC2CCCN(C(=O)c3ccoc3)C2)cc1C (stereo unspecified),-23.1%,-7.6%,-0.1%,3.8%,i,9.7,0.4,48,i,1.1,-16.8%,14.5%
COc1ccc(CC(=O)n2nc(-c3ccccc3)nc2NCc2ccco2)cc1,24.0%,4.9%,0.1%,-2.4%,i,35.4,0.6,76,i,1.0,-2.6%,-27.1%
CC(Oc1cccc(Cl)c1)C(=O)NCCCCc1ccccc1 (stereo unspecified),40.1%,-0.1%,0.5%,-2.5%,i,29.1,0.0,66,i,1.3,9.1%,-6.5%
O=C(O)c1[nH]c2ccccc2c1C(c1cc(Cl)cc([N+](=O)[O-])c1O)c1c(C(=O)O)[nH]c2ccccc12,-115.8%[20 µM],-5.9%,5.2%,1.4%,i,54.2,0.3,57,i,0.8,-7.2%,-11.2%
COc1cc(Cl)ccc1NC(=O)COc1ccccc1C(=O)N1CCN(c2ccc(O)cc2)CC1,22.1%,-6.8%,-0.1%,-0.7%,i,47.0,6.7,49,i,0.5,-15.1%,4.4%
CCOC(=O)C1=C(O)C(=O)N(Cc2cccnc2)C1c1ccc(OC)cc1 (stereo unspecified),15.8%,2.4%,0.3%,-5.2%,i,32.5,1.5,50,i,0.3,14.1%,-21.8%
O=C(CSc1nnnn1C1CCCCC1)NNC(=O)c1ccco1,2.8%,-11.7%,0.5%,-2.9%,i,53.7,-1.8,37,i,0.6,5.4%,-5.0%
Cn1cccc1/C=C1\SC(=S)N(NC(=O)c2ccc(Cl)cc2)C1=O,17.5%,6.6%,-0.2%,-4.0%,i,23.6,·,·,i,0.3,16.8%,-6.9%
COc1ccc(CNC(=O)C2CCN(C(=O)c3sccc3-n3cccc3)CC2)cc1,-9.2%,12.2%,-0.1%,-2.2%,i,53.2,-0.7,46,i,1.2,9.7%,-4.9%
Cc1ccc(SCc2cc(=O)n(C)[nH]2)cc1,10.5%,6.1%,1.3%,-3.7%,i,58.3,-1.2,77,i,0.1,-14.5%,27.5%
COc1cccc(NC(=O)CN2CCN(C(=O)c3ccco3)CC2)c1,28.1%,13.5%,0.3%,-5.1%,i,23.5,0.1,67,i,2.8,5.3%,-3.3%
Cn1c2ccccc2c(=O)c2c(=O)n(Cc3ccco3)c(COc3ccccc3)nc21,3.9%,-6.9%,-0.3%,-1.4%,i,48.0,5.2,53,i,1.0,-2.8%,-22.4%
O=C(NNc1cc(N2CCOCC2)nc(N2CCOCC2)n1)c1ccc(Cl)c(Cl)c1,24.2%,12.3%,0.1%,1.1%,i,55.8,0.5,52,i,0.4,-9.1%,-33.3%
CCn1c(SCC(=O)Nc2cccc(NC(C)=O)c2)nnc1-c1ccco1,-40.7%,-7.7%,0.2%,2.1%,i,53.9,1.3,54,i,4.3,7.3%,-24.2%
COc1ccc(CCNC(=O)CSc2ccc(-c3cccs3)nn2)cc1OC,30.4%,6.3%,-0.4%,-5.0%,i,31.2,0.5,56,i,0.8,9.7%,0.8%
Cc1ccc(-c2cc(-c3ccccc3)nc(Cl)n2)cc1,-1.0%,1.3%,0.0%,-0.9%,·,·,3.7,53,i,2.0,19.8%,23.3%
O=c1[nH][nH]c(C(F)(F)F)c1C=NCc1ccc(Cl)cc1,5.4%,12.7%,-0.1%,-4.2%,i,13.1,-1.6,99,i,1.7,1.7%,13.2%
COC(=O)Cn1c(C(O)c2ccccc2)nc2ccccc21 (stereo unspecified),-24.4%[20 µM],-2.0%,0.3%,2.8%,i,65.5,0.4,67,i,0.4,6.0%,4.1%
COc1ccc(-n2ncc3c(=O)n(CC(=O)Nc4ccc(S(=O)(=O)N5CCOCC5)cc4)cnc32)cc1,1.6%,6.6%,0.4%,0.3%,i,35.5,0.6,36,i,1.5,13.2%,23.5%
CC(C)(C)NS(=O)(=O)c1ccc(NC(=O)c2cc(-c3ccccc3)nc3ccccc23)cc1,-1.4%,14.8%,-2.3%,3.7%,i,40.3,7.4,91,i,2.3,-1.5%,4.5%
O=C(c1ccccc1)c1ccc(OC(=O)C2CCCCC2)cc1,-12.0%,0.1%,1.8%,1.4%,i,58.8,1.2,75,i,0.7,1.2%,-13.0%
Cn1c(=O)c2c(nc(SCCCC#N)n2Cc2c(F)cccc2Cl)n(C)c1=O,15.8%,3.5%,0.3%,-0.7%,i,61.6,9.1,49,i,4.4,-1.6%,-2.8%
O=C1Nc2ccccc2N=C(c2ccccc2)C1Br (stereo unspecified),-21.9%,2.1%,-0.1%,2.8%,i,65.0,-0.4,56,i,0.3,-10.3%,-26.6%
CCN(CC)C(=S)Nc1ccc(OC(F)F)cc1,10.8%[20 µM],6.9%,-0.1%,-3.2%,i,57.9,3.3,57,i,0.3,3.1%,-23.5%
CCC(c1nnnn1Cc1ccccc1)N1CCN(C(=O)c2ccco2)CC1 (stereo unspecified),-6.9%,5.2%,0.2%,-3.7%,i,46.4,-0.3,31,i,0.1,10.9%,-7.3%
COCCSc1ccccc1C(=O)Nc1cc(C)ccn1,-6.6%,4.2%,-0.3%,-7.1%,i,29.9,-1.5,57,i,0.4,11.0%,-31.2%
Cc1ccc(S(=O)(=O)N2CCC(C(=O)Nc3ccc4c(c3)OCO4)CC2)cc1,11.2%,-6.7%,0.3%,-9.9%,i,11.4,-3.2,59,i,1.4,-41.5%,-5.0%
CN(CCCNC(=O)c1nn(C)c2c1CS(=O)(=O)c1ccccc1-2)Cc1ccccc1,-18.5%,-5.8%,0.4%,0.7%,i,18.4,0.7,70,i,2.3,-1.6%,7.2%
Cn1ncc(Br)c1C(=O)N1CCOCC1,8.3%,-0.5%,-0.3%,-2.2%,i,8.5,1.2,62,i,1.6,23.4%,-3.9%
O=C(O)C1CCCCC1C(=O)OCCCCOC(=O)C1CCCCC1C(=O)O (stereo unspecified),24.4%,8.3%,-0.3%,17.4%,i,45.1,1.1,76,i,2.0,9.4%,-6.6%
COc1ccccc1N(CC(=O)Nc1ccccc1C(=O)N1CCCC1)S(C)(=O)=O,-74.4%,8.4%,0.2%,-0.4%,·,·,-1.3,58,i,0.3,21.6%,-12.6%
CCC1CCCCN1C(=S)NC(=O)c1cc(S(=O)(=O)N2CCOCC2)ccc1C (stereo unspecified),17.8%,0.3%,-0.1%,3.8%,i,56.4,1.4,71,i,0.7,18.1%,-4.2%
O=C1CC(c2cccc(Cl)c2)CC(O)=C1C=Nc1cccc(Cl)c1 (stereo unspecified),25.1%,-9.4%,0.0%,1.4%,i,10.0,2.8,41,i,0.0,13.0%,22.8%
CN(Cc1ccccc1)C(=O)c1[nH]cnc1C(=O)N[C@@H](Cc1ccccc1)C(=O)OCc1ccccc1,14.6%,1.2%,-0.2%,-3.0%,i,19.2,41.8*,60*,i,0.5,2.2%,-42.4%
O=C(NCc1ccccn1)c1ccc(Cn2cc(Br)cn2)o1,-15.5%,2.1%,0.0%,0.0%,i,10.7,-0.7,38,i,1.6,-3.9%,-24.9%
CCOC(=O)c1cccc(NC(=O)CCn2cccc2)c1,13.4%,2.6%,0.3%,-3.7%,i,23.3,-1.5,53,i,1.1,6.6%,-10.6%
CCC(CC)C(=O)Nc1cccc(C(=O)NC(C)(C)C)c1,-35.9%[20 µM],-1.2%,0.2%,-1.9%,i,21.5,-1.0,46,i,0.2,9.0%,-14.3%
NCCCC[C@H]1CNC(=S)N1CCCCC1CCCCC1,-26.7%,-7.5%,0.3%,-0.8%,i,10.2,3.5,69,i,2.6,14.7%,-18.1%
O=C(NCCc1ccccc1)C1CCCN(C(=O)NC2CCCCC2)C1 (stereo unspecified),-14.0%,6.2%,0.2%,10.1%,i,40.9,2.8,93,i,3.8,-6.6%,-12.5%
O=C(Oc1ccccc1)c1cccc2cccc(C(=O)Oc3ccccc3)c12,-37.1%,2.3%,-0.1%,-0.2%,·,·,·,·,·,·,-27.0%,-6.1%
O=[N+]([O-])c1cnccc1Nc1cccc(F)c1,-1.1%,-0.8%,-0.3%,-0.1%,i,6.1,-0.8,84,i,0.4,6.1%,-16.4%
CCCCCOc1ccccc1C(=O)NCCC(=O)O,-15.4%,9.3%,0.1%,5.7%,·,·,0.8,65,i,9.2,2.3%,35.5%
COC(=O)C1=C(C)Nc2ncnn2C1c1cccnc1 (stereo unspecified),4.0%,10.8%,-0.2%,-2.0%,i,16.9,2.8,63,i,0.6,-8.0%,9.1%
CC(=O)c1cccc(NC(=O)c2ccc(C)o2)c1,-30.2%,8.3%,0.5%,-0.4%,i,43.4,-0.4,45,i,0.9,-4.0%,-25.4%

# Some of the entries so far, bar-delimited.
canonical_smiles | KOR beta-arrestin-1 | GPR55 LPI antagonism | GPR55 beta-arrestin | KOR beta-arrestin-2 | T cell HTS | T cell HTS vesicle-bound % | NTR1 agonist | NTR1 agonist cell count 20 µM | Myeloid diff MLP | Myeloid diff MLP GFP+ MAC1+ % | HEK293 NOD2/NF-kB | NOD1 inhibition
Cn1c2ccccc2c(=O)c2c(=O)n(Cc3ccco3)c(COc3ccccc3)nc21 | 3.9% | -6.9% | -0.3% | -1.4% | i | 48.0 | 5.2 | 53 | i | 1.0 | -2.8% | -22.4%
COC(=O)Cn1c(C(O)c2ccccc2)nc2ccccc21 (stereo unspecified) | -24.4%[20 µM] | -2.0% | 0.3% | 2.8% | i | 65.5 | 0.4 | 67 | i | 0.4 | 6.0% | 4.1%
